High-throughput results as filed in PubChem.
MsrA act – bovine methionine sulfoxide reductase A activation | activation, % at 10.6 µM | purified bovine MsrA, absorbance read-out | 360,000 compounds, 0.3% hits | AID 602163; in the data active = activation above about 7.5%;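 note: 0% = vehicle and 100% = reference activator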
CendR NRP1 mod – modulators of CendR peptide binding to human neuropilin-1; O14786; FAM-RPARPAR peptide binding to NRP-1, fluorescence polarization; inhibition, % at 25 µM; 360,000 compounds, 0.85% hits; AID 602438;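 active = inhibition or corrected inhibition above about 18%, plus a signal ratio from 0.5 to 1.5, limit read from the data, passing the limit was not always enough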; note: strong numbers were not always called active
Target sequence (O14786 whole entry, looked up): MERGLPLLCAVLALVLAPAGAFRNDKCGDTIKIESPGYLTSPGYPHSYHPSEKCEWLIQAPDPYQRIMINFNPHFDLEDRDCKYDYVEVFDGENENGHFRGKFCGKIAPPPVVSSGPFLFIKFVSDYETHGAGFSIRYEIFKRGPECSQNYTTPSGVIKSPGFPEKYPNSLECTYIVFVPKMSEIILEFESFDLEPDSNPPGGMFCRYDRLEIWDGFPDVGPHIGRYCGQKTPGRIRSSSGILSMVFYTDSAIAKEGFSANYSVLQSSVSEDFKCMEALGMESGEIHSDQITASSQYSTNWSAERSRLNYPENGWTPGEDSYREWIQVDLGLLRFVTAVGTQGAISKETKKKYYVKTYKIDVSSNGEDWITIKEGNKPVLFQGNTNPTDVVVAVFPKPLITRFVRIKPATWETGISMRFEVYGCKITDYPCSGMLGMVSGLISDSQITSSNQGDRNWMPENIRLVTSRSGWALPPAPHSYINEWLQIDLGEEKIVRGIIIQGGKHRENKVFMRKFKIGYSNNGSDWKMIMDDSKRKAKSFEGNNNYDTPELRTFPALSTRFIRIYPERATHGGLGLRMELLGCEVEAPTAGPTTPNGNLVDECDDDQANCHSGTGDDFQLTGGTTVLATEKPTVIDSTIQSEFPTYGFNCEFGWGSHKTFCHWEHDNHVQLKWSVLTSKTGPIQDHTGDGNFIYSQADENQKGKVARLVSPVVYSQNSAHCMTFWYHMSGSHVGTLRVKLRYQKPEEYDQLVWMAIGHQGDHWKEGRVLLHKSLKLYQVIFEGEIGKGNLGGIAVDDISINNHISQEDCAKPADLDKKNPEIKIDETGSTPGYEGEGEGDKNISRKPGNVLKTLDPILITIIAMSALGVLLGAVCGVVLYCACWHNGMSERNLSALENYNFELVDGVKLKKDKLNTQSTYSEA
FAS-TE inh – inhibitors of human fatty acid synthase thioesterase domain | P49327 | inhibition, % at 15 µM | 360,000 compounds, 0.67% hits | recombinant FAS-TE, OMFH fluorogenic substrate, fluorescence endpoint;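 active = compounds whose normalised, plate-corrected inhibition of enzyme fluorescence in the single-dose primary screen is 50% or more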;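 note: 0% = DMSO with enzyme and 100% = substrate without enzyme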
Rin1-Abl PPI inh – blocks binding of human Rin1 to Abl; 360,000 compounds, 0.4% hits; inhibition, % at 7.35 µM; AID 588664; P00519+Q13671; TR-FRET Rin1/Abl binding, biochemical; in the data active = inhibition above about 5%, passing the limit was not always enough
Neddyl block – cullin neddylation inhibition; P61081+Q13564; TR-FRET cullin neddylation, biochemical; calls only at 25 µM; 360,000 compounds, 0.58% hits; in the data active = inhibition above about 36%
eLon inh – inhibits E. coli Lon protease | P0A9M0 | purified E. coli Lon protease, fluorescence polarization | inhibition, % at 7.94 µM | 360,000 compounds, 0.42% hits | AID 602123; in the data active = inhibition above about 13%, passing the limit was not always enough;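 note: 0% = enzyme with probe and DMSO and 100% = no enzyme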
SKN-1 block – blocks SKN-1 activity in C. elegans. C. elegans VP596 Pgst-4::GFP/RFP ratio, acrylamide-induced, 24 h. inhibition, % at 21.8 µM. 360,000 compounds, 0.49% hits. AID 624304;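 active = interference check ratio from 0.5 to 1.5 plus GFP to RFP signal ratio inhibition reaching or exceeding a fixed threshold, cut at about 30% in these data, passing the limit was not always enough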; note: some compounds called inactive have numbers as strong as hits
MLLE-PAM2 inh – inhibitors of microRNA-mediated deadenylation, human PABP1 MLLE binding | P11940 | GST-MLLE / FITC-PAM2 fluorescence polarization | inhibition, % at 20 µM | 360,000 compounds, 0.36% hits; in the data active = inhibition above about 35%, passing the limit was not always enough;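 note: plate controls were DMSO wells with GST-MLLE for no effect and wells lacking GST-MLLE protein for full effect; some results filed as inactive read as strong as hits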
MT1-MMP act inh – blocks activation of human MT1-MMP; HT1080 RFP-PRO-GFP cells, GFP/RFP ratio fluorescence, overnight; percent of plate control window, DMSO zero; 360,000 compounds, 0.061% hits; GFP/RFP ratio change, % at 20 µM;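 active = GFP/RFP ratio change of at least 30% with cell ATP level not reduced by more than half and red fluorescence within 50% of control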; note: strong numbers were not always called active
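Material – HT1080 RFP-PRO-GFP cells · Control set – DMSO wells and RFP-L50D-GFP cells · Incubation – overnight cell settling, then overnight compound exposure, 37 °C, 5% CO2 · Compound dosing – single-point 20 µM compound, 1% DMSO · Read-out – GFP/RFP fluorescence ratio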
An asterisk follows results filed as active; i = inactive; / = not tested or not shown; + = active, no number.

SMILES	MsrA act	CendR NRP1 mod	FAS-TE inh	Rin1-Abl PPI inh	Neddyl block	eLon inh	SKN-1 block	MLLE-PAM2 inh	MT1-MMP act inh
CCN(CC)c1ccc2cc(-c3nnc(-c4ccncc4)o3)c(=O)oc2c1	-5	132	-168	-25	i	i	-37	i	-291
Cc1nnc(N/N=C/c2ccccc2F)n1N	5	-6	-7	1	i	-3	5	2	6
Cc1cc(C)n2nc(SCC(=O)N(CCC#N)c3ccc(F)cc3)nc2n1	-7	9	-6	1	i	2	-5	-4	9
N#CC1=C(N)SC2(CCCCC2)SC1c1ccccc1 (centres undefined)	-1	0	-2	-2	i	-1	-35	38	-2
Cc1nnc(Sc2c(N)n(C)c(=O)n(C)c2=O)s1	-3	-10	-8	-1	i	-1	11	-1	5
CC(C)C1CC(=O)NC(SCC(=O)Nc2ccc(Br)cc2)=C1C#N (centres undefined)	-1	1	-2	1	i	-14	-17	-6	18
CCN(C(=O)c1cc2c(=O)[nH]c3ccc(C)cc3c2s1)c1ccc(F)cc1	-4	6	-6	0	i	-9	10	13	-7
O=C(COC(=O)c1ccc([N+](=O)[O-])s1)Nc1ccc(Cl)cn1	7	-8	2	-3	i	-2	4	-6	-2
CN1CCN(/N=C/c2ccc(-c3ccc([N+](=O)[O-])cc3)o2)CC1	-2	-21	-3	-12	i	-10	-9	-11	-30
CCCCCOc1ccc(C(=O)OCC(=O)Nc2cc(C)on2)cc1	-3	13	-3	-1	i	-4	0	7	4
Cc1ccc(NC(=O)CN2CCc3ccccc3C2)cc1S(=O)(=O)N1CCOCC1	-1	-3	5	0	i	-4	7	0	1
O=C(c1cc2ncc(Br)cn2n1)N1CCOCC1	-4	-9	-4	5	i	-7	3	3	0
CN(C1CCCCC1)S(=O)(=O)c1ccc2c(c1)c(=O)c(C(=O)N1CCc3ccccc3C1)cn2C	-4	6	0	3	i	5	10	0	4
COCc1nc(-c2ccc(-c3ccccc3)nc2OC)no1	-1	2	5	-4	i	-9	3	11	-1
COc1ccc(N2C(=O)CC3(CCCC3)CC2=O)cc1	-2	-17	-14	0	i	1	-5	14	2
COCCCn1c(C)cc(C(=O)CN2c3cccc4cccc(c34)S2(=O)=O)c1C	-3	-1	20	-1	+	-2	-14	0	-2
COc1ccc(-c2cc(C(F)F)n3ncc(C(=O)Nc4ccc(C(=O)N5CCOCC5)cc4)c3n2)cc1	-5	9	8	1	i	2	-8	-24	2
C/C(=N\NC(=O)CSCc1ccc([N+](=O)[O-])cc1)c1ccccc1	-8	13	6	0	i	-1	-10	1	-3
CCc1nnc(NC(=O)CN2CCN(c3ccccc3F)CC2)s1	-1	2	-5	2	i	-3	-2	10	-1
CN(c1ccccc1C(=O)O)S(=O)(=O)c1ccc2[nH]c(=O)[nH]c2c1	3	-8	-3	-1	i	4	5	-2	-1
CCOC(=O)c1nc(C)n(-c2cc(OC)c(Cl)cc2Cl)n1	-2	10	-4	-2	i	6	9	11	1
O=C(NC1CCCCCC1)C1C2C=CC3(CN(Cc4cccnc4)C(=O)C13)O2 (centres undefined)	-4	6	-10	2	i	-5	-7	16	-2
CCC(=O)c1ccc(OCC(=O)OCC(=O)c2cc(C)n(C3CC3)c2C)cc1	-3	-11	15	0	i	0	6	6	1
CCOc1ccc(N/C=C/C(=O)c2ccc(OC)cc2)c([N+](=O)[O-])c1	-2	2	-20	-2	i	2	30	49*	6
CN(C)/C=C1/N=C(c2ccccc2)OC1=O	-15	7	-8	0	i	-6	3	20	-4

Additional compounds.
SMILES	MsrA act	CendR NRP1 mod	FAS-TE inh	Rin1-Abl PPI inh	Neddyl block	eLon inh	SKN-1 block	MLLE-PAM2 inh	MT1-MMP act inh
Cc1ccccc1Nc1ncnc2c1cnn2C	-3	2	-2	4	i	2	-1	-3	0
COc1ccc(NC(=O)CSc2nnc(Cc3cccn3C)n2CCc2ccccc2)c(OC)c1	-11	-4	2	0	i	-1	-4	-39	-1
O=C(NCc1cccc(F)c1)c1cccc2c1C(=O)c1ccc(N3CCC(Cc4ccccc4)CC3)cc1S2(=O)=O	-1	146	-125	-1	i	39*	-1	110	-114
O=c1cc(C(F)(F)F)[nH]c2ccc(OC(F)(F)F)cc12	-4	-4	-3	-2	i	-2	-4	4	22
COc1cc(/C=N/NC(=O)c2cc3c(ccc4ccccc43)o2)cc(OC)c1O	-3	-2	4	-2	+	-16	-8	4	-3
CCn1cc(CN2CCC(n3nccc3NC(=O)Cc3ccccc3)CC2)c(C)n1	-1	0	-7	1	i	-9	0	-1	1
Cc1ccccc1NC(=O)c1nnn(-c2ccc3c(c2)OCCO3)c1N	-1	10	0	0	i	3	-7	-6	0
Cc1cccc(C(=O)Nc2ncc(CN3CCOCC3)s2)c1	-1	7	-6	3	i	-11	16	10	4
Cn1nnnc1SCc1nnc(-c2ccccc2Br)o1	-3	-2	-5	-4	i	5	9	-11	7
CSc1nc(Nc2ccc(Cl)cc2)c(C#N)c(=O)[nH]1	0	-5	-2	2	i	-3	7	14	0
CC1CN(c2nc3c(c(=O)[nH]c(=O)n3C)n2Cc2ccccc2F)CC(C)O1 (centres undefined)	1	6	2	2	i	-2	8	6	-1
Cc1ccc(C(=O)N2N=C(c3ccc(NS(C)(=O)=O)cc3)CC2c2cccs2)cc1 (centres undefined)	-5	7	12	2	i	4	14	7	-9
NC(=O)c1ccc(C(F)(F)F)n(Cc2ccc(Cl)cc2)c1=O	-9	-3	16	-3	i	2	42	-3	-1
Cc1ccc(S(=O)(=O)c2nnn3c2nc(NCCCN2CCCC2=O)c2ccccc23)cc1C	-2	8	71*	-1	i	-9	-1	4	-3
COc1ccc2oc(C(=O)OCC(=O)N3CCCCC3C)c(C)c2c1 (centres undefined)	-2	8	2	-3	/	1	-2	16	5
O=C(Cn1ccc([N+](=O)[O-])n1)c1ccccc1	-2	-4	-4	-1	i	8	5	0	2
CC(C)(C)NC(=O)NC(=O)COC(=O)C1CCN(S(=O)(=O)c2cccs2)CC1	-1	14	53*	1	i	0	-2	-2	2
O=C(NNc1ccc([N+](=O)[O-])cc1)C12CC3CC(CC(C3)C1)C2	-3	0	52*	-4	i	-2	-2	-11	2
O=C(N/N=C/c1oc(O)c2ccccc12)c1ccccc1O	-11	-16	-10	2	i	0	2	-1	-10
CNc1cnc(-c2cc(OC)c(OC)c(OC)c2)cn1	-2	3	-6	-3	i	2	-12	5	5
CN(C)C(=O)c1c(C(F)(F)F)nn(C)c1Cl	-3	-6	-9	-1	i	1	-14	-5	-1
COc1ccc(CCN(C)Cc2ccc(C(=O)Nc3ccccc3)cc2)cc1OC	-5	0	-4	4	i	6	-14	-2	5
Cc1ccc(C(=O)ON=C2CCN(S(=O)(=O)c3ccccc3)CC2)cc1	7.7*	-6	9	-1	i	-3	-12	-2	2
CCCN1C(=O)S/C(=C\c2ccc(N3CCOCC3)o2)C1=O	0	132	-132	1	i	-34	-7	22	-118
COCCNC(=O)C1(C)CCCN(Cc2cn(C)c3ccccc23)C1 (centres undefined)	1	-8	-3	-3	i	1	5	-2	0

(next part)
SMILES	MsrA act	CendR NRP1 mod	FAS-TE inh	Rin1-Abl PPI inh	Neddyl block	eLon inh	SKN-1 block	MLLE-PAM2 inh	MT1-MMP act inh
Cc1ccc(N2CCN(c3ccc(C)cc3)C2c2ccncc2)cc1	-3	16	18	-3	i	-4	-23	7	1
COc1cc(C2CC(c3cccs3)=NN2C(=O)CCl)ccc1OC(F)F (centres undefined)	-1	-7	19	0	/	-32	6	3	-11
Nc1nc(NCc2ccco2)nc(N2CCCC2)c1[N+](=O)[O-]	-3	14	-5	-1	i	2	-7	1	1
COc1ccc(N(CC(=O)N/N=C/c2ccc(OC)cc2OC)S(=O)(=O)c2ccccc2)cc1	-2	10	16	-3	i	7	7	-1	2
COc1ccc(N2CCN(Cc3nc(Cc4cccc(F)c4)no3)C(C)C2)cc1 (centres undefined)	0	-4	19	1	i	-4	-6	5	-1
CC(C(=O)N1c2ccccc2Sc2ccccc21)n1nnc(-c2cccs2)n1 (centres undefined)	-1	9	36	0	i	-4	8	3	6
COc1ccc(C2=NN(C(=O)c3ccccc3)C(c3ccc(OC)c(OC)c3)C2)c(O)c1 (centres undefined)	-5	-1	20	1	i	9	1	1	2
CCC(=O)Nc1ccccc1-c1nc2ccccc2[nH]c1=O	-4	-5	-5	-3	i	-9	-3	12	0
Oc1ccc(NCc2cccc(OCc3ccccc3)c2)cc1	-1	6	7	2	i	8	26	-24	25
O=C(COc1ccc2c3c(c(=O)oc2c1)CCCC3)NCc1ccccn1	-3	-3	-2	-4	i	-4	1	2	1
C#CCN(C[C@H]1[C@H](OC(=O)NCc2ccco2)[C@H](OC(=O)NCc2ccco2)C[C@@H](C(=O)OC)[C@H]1C(=O)OC)S(=O)(=O)c1ccc(C)cc1	-1	0	11	-1	i	2	3	-3	2
Cc1c(Cl)cccc1N(CC(=O)NC(C)c1ccccc1)S(C)(=O)=O (centres undefined)	-3	-5	6	0	i	-11	2	-7	3
COC(=O)C(=O)C1CCc2c(Cl)cc(OC)c(OC)c2C1=O (centres undefined)	-3	8	-2	2	i	-2	14	-54	-25

Sorted by count of non-hydrogen atoms (rising): some entries from above
SMILES	MsrA act	CendR NRP1 mod	FAS-TE inh	Rin1-Abl PPI inh	Neddyl block	eLon inh	SKN-1 block	MLLE-PAM2 inh	MT1-MMP act inh
CN(C)/C=C1/N=C(c2ccccc2)OC1=O	-15	7	-8	0	i	-6	3	20	-4
O=C(Cn1ccc([N+](=O)[O-])n1)c1ccccc1	-2	-4	-4	-1	i	8	5	0	2
N#CC1=C(N)SC2(CCCCC2)SC1c1ccccc1 (centres undefined)	-1	0	-2	-2	i	-1	-35	38	-2
O=C(N/N=C/c1oc(O)c2ccccc12)c1ccccc1O	-11	-16	-10	2	i	0	2	-1	-10
Oc1ccc(NCc2cccc(OCc3ccccc3)c2)cc1	-1	6	7	2	i	8	26	-24	25
CN(c1ccccc1C(=O)O)S(=O)(=O)c1ccc2[nH]c(=O)[nH]c2c1	3	-8	-3	-1	i	4	5	-2	-1
COCCNC(=O)C1(C)CCCN(Cc2cn(C)c3ccccc23)C1 (centres undefined)	1	-8	-3	-3	i	1	5	-2	0
COc1cc(C2CC(c3cccs3)=NN2C(=O)CCl)ccc1OC(F)F (centres undefined)	-1	-7	19	0	/	-32	6	3	-11
CCN(CC)c1ccc2cc(-c3nnc(-c4ccncc4)o3)c(=O)oc2c1	-5	132	-168	-25	i	i	-37	i	-291
COc1ccc(N2CCN(Cc3nc(Cc4cccc(F)c4)no3)C(C)C2)cc1 (centres undefined)	0	-4	19	1	i	-4	-6	5	-1
Cc1ccc(C(=O)N2N=C(c3ccc(NS(C)(=O)=O)cc3)CC2c2cccs2)cc1 (centres undefined)	-5	7	12	2	i	4	14	7	-9
COc1ccc(C2=NN(C(=O)c3ccccc3)C(c3ccc(OC)c(OC)c3)C2)c(O)c1 (centres undefined)	-5	-1	20	1	i	9	1	1	2
Cc1ccc(S(=O)(=O)c2nnn3c2nc(NCCCN2CCCC2=O)c2ccccc23)cc1C	-2	8	71*	-1	i	-9	-1	4	-3
COc1ccc(NC(=O)CSc2nnc(Cc3cccn3C)n2CCc2ccccc2)c(OC)c1	-11	-4	2	0	i	-1	-4	-39	-1
COc1ccc(-c2cc(C(F)F)n3ncc(C(=O)Nc4ccc(C(=O)N5CCOCC5)cc4)c3n2)cc1	-5	9	8	1	i	2	-8	-24	2
O=C(NCc1cccc(F)c1)c1cccc2c1C(=O)c1ccc(N3CCC(Cc4ccccc4)CC3)cc1S2(=O)=O	-1	146	-125	-1	i	39*	-1	110	-114
C#CCN(C[C@H]1[C@H](OC(=O)NCc2ccco2)[C@H](OC(=O)NCc2ccco2)C[C@@H](C(=O)OC)[C@H]1C(=O)OC)S(=O)(=O)c1ccc(C)cc1	-1	0	11	-1	i	2	3	-3	2
